Screens deposited in PubChem BioAssay by Broad Institute.
CD40 NFkB inh – CD40 pathway inhibition in BL2 cells; BL2 NF-kB luciferase reporter, CD40L-induced, 4 h; inhibition, % at 10 µM; 0.94% of 83,000 active; AID 1053188;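 active means mean inhibition of at least 50% with a set share of replicates also reaching that level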;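 further: 0% = neutral control wells and 100% = IKK inhibitor VII at 50 µM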
* hit, by the source's call; & = joins results of further samples; [ ] = remark or other dose. Not all compounds are listed, so the mix of outcomes need not match the whole.

The first six compounds (preview)
SMILES	CD40 NFkB inh
N#C[C@@H]1[C@H](c2ccc(C#CC3CCCCC3)cc2)[C@H](CO)N1S(=O)(=O)c1ccccc1	-10
O=C1CC(=O)N(CCNc2ncc(C(F)(F)F)cc2Cl)C(=O)N1	3
COc1ccccc1NC(=O)N[C@@H]1CC[C@H](CCNS(=O)(=O)c2ccc(Cl)cc2)O[C@@H]1CO	9[25 µM]
COc1ccc(CNC(=O)c2noc3c2CCCCC3)cc1	-55
CCN(CC)C1=C(Cl)C(=O)C(Cl)C12OCCO2 (stereo unspecified)	10
O=C(c1ccccc1)C1CCN(C(=O)Nc2ccccc2)CC1	-18

The list itself, from the first entry:
SMILES	CD40 NFkB inh
N#C[C@@H]1[C@H](c2ccc(C#CC3CCCCC3)cc2)[C@H](CO)N1S(=O)(=O)c1ccccc1	-10
O=C1CC(=O)N(CCNc2ncc(C(F)(F)F)cc2Cl)C(=O)N1	3
COc1ccccc1NC(=O)N[C@@H]1CC[C@H](CCNS(=O)(=O)c2ccc(Cl)cc2)O[C@@H]1CO	9[25 µM]
COc1ccc(CNC(=O)c2noc3c2CCCCC3)cc1	-55
CCN(CC)C1=C(Cl)C(=O)C(Cl)C12OCCO2 (stereo unspecified)	10
O=C(c1ccccc1)C1CCN(C(=O)Nc2ccccc2)CC1	-18
O=C(CC12CC3CC(CC(C3)C1)C2)NCc1ccco1	-4
O=C(COc1ncnc2sccc12)NC1CCS(=O)(=O)C1 (stereo unspecified)	5
CCS(=O)(=O)Nc1ccc2c(c1)C(=O)N(C)C[C@@H](OC)[C@@H](C)CN(C(=O)c1ccc3c(c1)OCO3)[C@@H](C)CO2	-8[25 µM]
O=C1CC(NS(=O)(=O)c2ccccc2F)CN1c1ccc2c(c1)OCCO2 (stereo unspecified)	-5
CCOC(=O)c1cnc(-n2nc(C)cc2C)nc1NCc1ccc2c(c1)OCO2	-17
Cc1cccc(C)c1NC(=O)COC(=O)CCc1c[nH]c2ccccc12	3
CCCNC(=O)N1C[C@@H](C)[C@H](OC)CN(C)C(=O)c2ccc(NC(=O)CC)cc2OC[C@H]1C	-12[25 µM]
O=C(C[C@H]1CC[C@@H]2[C@H](COC[C@H](O)CN2C(=O)c2ccccc2F)O1)NCc1ccc(F)cc1	-9[25 µM]
CCOc1cccc(NC(=O)CC#N)c1	2
COc1ccc(CNC(=O)c2cc(C)nn2-c2ccccc2)cc1	5
CCOC(=O)N1CCC(N2Cc3cccc(C(=O)NCc4ccc(C)cc4)c3C2=O)CC1	1
COc1ccc(-c2ccccc2[C@@H]2[C@@H](C#N)N(C(=O)NC(C)C)[C@H]2CO)cc1	-8[25 µM]
COc1ccc(/C=c2\sc3nc(=O)c(C)nn3c2=O)c(OC)c1	0
O=C(c1ccc2oc(CCCc3ccccc3)nc2c1)N1CCCCC1CO (stereo unspecified)	-75
O=C(Cn1nnc(-c2ccccc2)n1)NCc1ccc2c(c1)OCO2	8
N/C(=N\OC(=O)COc1ccc2ccccc2c1Br)c1cccnc1	-3
Cc1nc(N)nc(N)c1-c1ccc(Cl)c(Cl)c1	-5
Cc1ccc(S(=O)(=O)N2CCN(C(=O)COC(=O)C3(C)CC3(Cl)Cl)CC2)c(C)c1 (stereo unspecified)	2
COc1ccc(NC(=O)c2cc(C3CCCCN3S(=O)(=O)c3cccs3)on2)c(C)c1 (stereo unspecified)	7

Ordered by length of the SMILES (smallest number first): part of the list above
SMILES	CD40 NFkB inh
Cc1nc(N)nc(N)c1-c1ccc(Cl)c(Cl)c1	-5
O=C(CC12CC3CC(CC(C3)C1)C2)NCc1ccco1	-4
COc1ccc(CNC(=O)c2cc(C)nn2-c2ccccc2)cc1	5
COc1ccc(/C=c2\sc3nc(=O)c(C)nn3c2=O)c(OC)c1	0

(cont.)
SMILES	CD40 NFkB inh
O=C(O)CN(C1CCCCC1)S(=O)(=O)c1ccc(F)cc1	7
Cc1cccc(/C=N\NC(=O)c2ccccc2-n2cccc2)c1	-55
CCC1c2ccc(C)n2CCN1C(=O)Nc1ccccc1C(=O)OC (stereo unspecified)	24
CSCCC(NC(=O)COc1cccc2ccccc12)C(=O)O (stereo unspecified)	2
COc1cccc(CNC(=O)CCCc2cn(C)c3ccccc23)c1	1
Nc1nc2ccccc2n1C(=O)c1ccco1	-19
O=c1c(Cc2ccc(F)cc2)c(O)ccn1Cc1ccco1	14
COc1ccc(CNc2ncnc3cc(OC)c(OC)cc23)cc1OC	2
CCOCCCNC(=O)c1ccccc1SCC	13
CN1CCN(CCCNC(=O)c2ccc3c(Cl)c4c(nc3c2)CCCC4)CC1	22
O=C(Cn1cnc2ccccc2c1=O)N1CCN(c2ccccc2)CC1	0
CNC[C@H]1Oc2ccc(N)cc2CC(=O)N([C@@H](C)CO)C[C@H]1C	-1[25 µM]
O=C(C(c1ccccc1)N1CCOCC1)N1CCOCC1 (stereo unspecified)	12
Cn1c(CN(O)S(=O)(=O)c2ccc(Cl)cc2)nnc1C(F)(F)F	7
CCCC(=O)N1CCC2(CC1)CN(C(=O)Cc1ccccn1)[C@H](CO)c1[nH]c3cc(OC)ccc3c12	-2[25 µM]
OCCNc1ncnc2c1c(-c1ccccc1)c(-c1ccccc1)n2Cc1ccco1	7
O=C(CCCOc1ccccc1)N1CCN(S(=O)(=O)c2ccccc2)CC1	-21
COc1ccccc1N1CCN(CCCCN2C(=O)C3CCCCN3C2=O)CC1 (stereo unspecified)	18
CN1[C@H](C(=O)NC2CCC2)[C@@H](CO)[C@@H]2Cn3c(ccc(/C=C/c4ccccc4)c3=O)[C@@H]21	-9
CSc1nnc(-c2cccs2)n1C	11
CC(C)CC#Cc1ccc([C@@H]2[C@H](CO)N3C(=O)CN(C(=O)c4cccc(F)c4)C[C@@H]23)cc1	1[25 µM]
Cc1cccnc1Nc1ncnc(N)c1[N+](=O)[O-]	3
COc1cccc(S(=O)(=O)Nc2ccc3c(c2)C(=O)N(C)C[C@@H](OC)[C@@H](C)CN(Cc2ccccc2F)[C@@H](C)CO3)c1	15[25 µM]
O=[N+]([O-])c1ccc(CSCc2ccc([N+](=O)[O-])cc2)cc1	-4
CCCCc1ccc(NC(=O)CSc2nc(=O)n(CCN(C)C)c3c2CCC3)cc1	8

(next part)
SMILES	CD40 NFkB inh
O=C(N/N=C/c1ccc(OCc2ccccc2)cc1)c1ccco1	-23
Nn1c(SCC(=O)Nc2ccccc2)nnc(Cc2ccccc2)c1=O	8
Cn1c(=O)c2ccccc2n(Cc2ccccc2F)c1=O	11
O=C([C@H]1[C@H](CO)[C@H]2Cn3c(ccc(C4=CCCCC4)c3=O)[C@@H]1N2)N1CCC(Cc2ccccc2)CC1	-1[25 µM]
Cc1cc(NC(=O)c2cccnc2)ccc1NC(=O)c1cc2ccccc2o1	12
CCOc1ccc(N2C(=O)C3CCCN3C2=S)cc1 (stereo unspecified)	-16
OC1(Cc2cc(-c3ccccc3)no2)CCN(CCCc2ccccc2)CC1	-65
O=C1COc2ccc(C(=O)COC(=O)/C=C/c3ccc(Br)o3)cc2N1	7
OCCN(Cc1ccccc1)CC(O)COc1ccc(-c2ccccc2)cc1 (stereo unspecified)	27
C[C@@H]1CCCCO[C@H](CN(C)S(=O)(=O)c2ccc(F)cc2)[C@H](C)CN([C@@H](C)CO)C(=O)c2cc(NS(=O)(=O)c3ccc(Cl)cc3)ccc2O1	4
COc1ccc(-c2ncccc2OC(=O)C23CC4CC(CC(C4)C2)C3)cc1	-9
CNC[C@H]1Oc2c(NC(C)=O)cccc2C(=O)N(C)C[C@H]1C	9
COCC(=O)Nc1ccc2c(c1)OC[C@H](C)N(C)C[C@H](C)[C@H](OC)CN(C)C2=O	-1[25 µM]
CCCCCC(C)n1[nH]c(=O)c2c(C)cc(C)nc21 (stereo unspecified)	10
CCC(C(=O)NC(C)(C)C)N(C(=O)Cn1nnc(-c2ccccc2F)n1)c1cnc2ccccc2c1 (stereo unspecified)	1
O=C(NCC(c1ccco1)N1CCN(c2ccccc2)CC1)c1cccs1 (stereo unspecified)	-1
O=C(Nc1ccc(-c2ccccc2)cc1)[C@H]1[C@H](CO)[C@H]2Cn3c(cccc3=O)[C@H]2N1CC1CCOCC1	7[25 µM]
Cc1ccc(S(=O)(=O)N(C)C)cc1NC(=O)COC(=O)CSc1ccccc1	-3
O=C(CCCn1c(=O)c2sccc2n(Cc2ccc(F)cc2)c1=O)NCc1ccco1	15&6
O=C(NCc1ccc2c(c1)OCO2)c1ccc(CN2CCc3ccccc3C2)cc1	-4
CC(=O)Nc1ccc(C(=O)N2CCN(S(=O)(=O)c3ccc4c(c3)OCCCO4)CC2)cc1	4
Cc1ncn(-c2ccc(C(=O)Oc3ccccc3)cn2)n1	38*
N#CCN1CCN(CC(=O)Nc2ccc(OCc3ccccc3)cc2)CC1	-17
COc1ccc(N2CCCn3c2nc2c3c(=O)n(Cc3ccccc3)c(=O)n2C)c(OC)c1	10
C[C@H](CO)N1C[C@H](C)[C@@H](CN(C)Cc2ccncc2)Oc2ccc(NS(=O)(=O)c3ccc(F)cc3)cc2CC1=O	0[25 µM]

Next part.
SMILES	CD40 NFkB inh
CN(C(=O)COC(=O)CNC(=O)CNC(=O)c1ccc(Cl)cc1Cl)c1ccccc1	-17
O=C(C[C@@H]1C=C[C@H](NC(=O)C2CCC2)[C@H](CO)O1)NC1CCCCC1	-3[25 µM]
CCOC(=O)N1CCC(NC(=O)CN2C(=O)CCSc3ccccc32)CC1	6
O=C(C[C@@H]1C[C@H]2c3cc(NC(=O)Nc4ccccc4)ccc3O[C@H]2[C@@H](CO)O1)NCc1ccccc1	-3[25 µM]
COCCCNCCCOc1ccc(Cl)cc1Br	4
COc1cc2c(cc1OC)CN(C(=O)c1ccc(-c3ccccc3)cc1)CC2	18
COC(=O)[C@H]1C2CCC(C(=O)OC)(CC2)[C@H]1C(=O)OC	8
Cc1oc(-c2cc(F)ccc2F)nc1CN1CCC(C(=O)N2CCOCC2)CC1	-4
COc1ccccc1NC(=O)N1C[C@H]2[C@@H](c3ccccc31)[C@H](CO)N2C(=O)c1ccccc1	9[25 µM]
Cc1nnc(SC(C)C(=O)c2c[nH]c3ccccc23)n1C1CC1 (stereo unspecified)	5
O=C(Nc1ccc(Cl)cc1)N(Cc1cccnc1)Cc1ccco1	-7
Cc1nc(CS(=O)(=O)c2ccc(Cl)cc2)sc1C(=O)O	7
COc1ccc2oc(C(=O)NCCC(C)C)c(C)c2c1	-57
Cc1ccc(CSc2nnc(CS(=O)Cc3ccc(Cl)cc3Cl)n2C)cc1 (stereo unspecified)	3
CCOCCCNC(=S)N1CCCN(c2nc3cc(C)cc(C)c3cc2C#N)CC1	12
COc1cccc(CN2[C@@H](CO)[C@H](c3ccccc3)C23CN(C(=O)C2CCCC2)C3)c1	0
Cc1noc(C)c1NC(=O)Nc1ccc2c(c1)C(=O)N([C@H](C)CO)C[C@@H](C)[C@@H](CN(C)Cc1ccc3c(c1)OCO3)OCCCC[C@H](C)O2	3[25 µM]
CCOC(=O)c1c(-c2ccc(C)cc2)csc1/N=C/N(C)C	14
COC(=O)[C@@H](NC(=O)Nc1ccc(S(N)(=O)=O)cc1)C(C)C	5
COCC(=O)N1C[C@H]2[C@@H](c3ccccc31)[C@@H](CO)N2C(=O)NC(C)C	3[25 µM]
CC(C)c1cc(C(=O)N2CCCC(C(=O)c3ccc4ccccc4c3)C2)on1 (stereo unspecified)	10
CCC(C)(C)NC(=O)C1CCN(c2nc(OC)nc(OC)n2)CC1	16
COc1cc(CCC(=O)Nc2nnc(-c3cccnc3)s2)cc(OC)c1OC	6
CC(C)CCNC(=O)NC(=O)COc1c(F)c(F)cc(F)c1F	3
OCCNCCCOc1ccc(Cl)cc1Br	-6

The list goes on.
SMILES	CD40 NFkB inh
O=C1OC(c2ccc(O)cc2)(c2ccc(O)cc2)c2ccccc21	1
CC(CCc1ccccc1)NC(=O)CN1CCc2ccccc2C1 (stereo unspecified)	2
O=S(=O)(/N=S1\CC=CCN1S(=O)(=O)c1ccccc1)c1ccccc1 (stereo unspecified)	42
O=C(Cn1ncc2ccccc21)N1CCN(c2cccc(C(F)(F)F)c2)CC1	1
CCOC(=O)C1=C(COC(=O)COc2ccccc2C=O)NC(=O)NC1C (stereo unspecified)	3
CC(NC(=O)CSc1ccccc1C(=O)O)C1CC2CCC1C2 (stereo unspecified)	-15
COc1ccc(NC(=O)c2cccnc2N2CCCC2)cc1	10
O=C(C[C@H]1CC[C@H]2[C@@H](COC[C@@H](O)CN2Cc2ccc(Oc3ccccc3)cc2)O1)N1CCc2ccccc2C1	19
CN(C(=O)c1cccs1)C1(C)CCS(=O)(=O)C1 (stereo unspecified)	21
O=C1Nc2ccccc2C1=Nc1ccc2[nH]c3ccccc3c2c1	20
CC(C(=O)N1CCOCC1)N1c2cccc3cccc(c23)S1(=O)=O (stereo unspecified)	4
COc1ccccc1C(=O)Nc1ccc2c(c1)C(=O)N(C)C[C@H](OC)[C@H](C)CN(C(C)=O)[C@@H](C)CO2	-18[25 µM]
CCn1nc(C(C)C(=O)O)c2ccccc2c1=O (stereo unspecified)	2
COc1ccccc1NC(=O)COc1cccc2c1CCNC2=O	2
Cn1c(CCC(=O)Nc2ccc(F)cc2)nc2cc(S(=O)(=O)N3CCOCC3)ccc21	1
CC(NC(=O)C1CCN(C(=O)[C@@H]2Cc3ccccc3CN2)CC1)c1ccccc1 (stereo partly specified)	3
CCCCn1c(N)c(N(CCOC)C(=O)c2cccc(OCc3ccccc3)c2)c(=O)[nH]c1=O	0
O=C(c1ccc(F)cc1)N1CCN(C2CC3CCC2C3)CC1 (stereo unspecified)	1
O=S(=O)(Nc1ccc(-c2ccc3nncn3n2)cc1)c1cccc(F)c1	4
